Bioassay records as filed in PubChem BioAssay.
Giardia killer – kills Giardia lamblia; AID 540267; Giardia lamblia trophozoite viability; 340,000 tested, 0.15% active; activity change, % at 7.66 µM, hits read low; in the data active = activity change below about -80%; inconclusive = between about -30% and that limit;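 also: parasites exposed to compound for two days anaerobically before the ATP read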
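Luminescence from cellular ATP indicates surviving trophozoites (100 cells/well) following 48 hrs anaerobic compound treatment at 37 deg C; signal develops 15-30 min at room temperature.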
USP2a inh – USP2a (human) protease inhibition; AID 463254; USP2 core, Ub-CHOP2 coupled fluorogenic reporter, 485/531; Potency, µM (titrated, usually from 38.3 µM), inactives show top-dose activity change, negative = inhibition, most hits filed as inhibitors; 330,000 tested, 0.01% active;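 also: potency is read from the fitted curve at half-maximal effect; plate controls were DMSO wells for no effect and full inhibition by NEM control for full effect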
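Cell-free coupled assay: 10nM USP2 core preincubated 30min RT with compound in Tris-HCl pH 8.0/CaCl2/CHAPS buffer, then 25nM Ub-CHOP2 and 25nM reporter substrate; fluorescence (Ex 485/Em 531) read after 60min RT, normalized to NEM inhibition, concentration-response curves fitted.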
B2AR arrestin – beta2AR (human) beta-arrestin recruitment activity. Potency, µM (highest dose often 46.1 µM), inactives show at the highest dose activation, usual class: activators. beta-arrestin recruitment to beta2AR, cell-based reporter. 330,000 tested, 0.02% active;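 also: potency is read from the fitted curve at half-maximal effect; 0% = DMSO controls and full agonism = EC100 isoproterenol or metaproterenol; nearly all actives have a fitted effect of over 65% in size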
PKM2 act – activators of human pyruvate kinase M2 | purified PKM2, Kinase-Glo ATP luminescence, activation; response scale: 0% is enzyme alone, no compound | Potency, µM (titrated, usually from 57.5 µM), for the others: at the highest dose activation, usual class: activators | 260,000 tested, 0.34% active; also: potency is read from the fitted curve at half-maximal effect; nearly all actives have a fitted effect of over 55% in size
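Purified hPK-M2 (>95%) run at intermediate activity with 0.1 mM ADP and 0.5 mM PEP in 50 mM imidazole pH 7.2, KCl, MgCl2; 1 h room temperature. ATP formed read by Kinase-Glo luminescence; normalized to uninhibited and no-enzyme controls.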
FBPA coupling cs – coupling enzyme interference in Giardia aldolase counter-screen; AID 2472; 290,000 tested, 0.67% active; coupling enzyme system counterscreen, AmpLite Red fluorescence; activity change, negative = inhibition, % at 58.2 µM, hits read low; in the data active = activity change below about -30%
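Compounds tested against the coupling enzymes alone at 57.5 uM final; readout was AmpLite Red fluorescence (525/598 nm) after 20 min at RT.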
uPA surface inh – blocks generation of uPA at the cell surface; cell surface uPA generation assay, qHTS; Potency, µM (series often up to 38.3 µM), for the others: at the top dose activity change, negative = inhibition, usual class: inhibitors; 330,000 tested, 0.31% active; active = well fitted inhibition curve with a large enough effect; inconclusive = small, poorly fitted or top-dose-only effect; inactive = no such curve, though single readings can be large or run the other way; tested in mouse RAW 264.7 cells; also: potency is read from the fitted curve at half-maximal effect; nearly all actives have a fitted effect of over 55% in size
GALK inhibitor – blocks human galactokinase activity; 270,000 tested, 0.007% active; AID 1868; P51570; Purified GALK, Kinase-Glo residual ATP luminescence; Potency, µM (doses to about 57.5 µM), without a hit: at the top dose activity change, negative = inhibition, hits mostly inhibitors; also: potency is read from the fitted curve at half-maximal effect
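The enzyme phosphorylates galactose (100 uM) using ATP (35 uM); inhibition is detected as higher residual ATP, quantified by bioluminescence after 1 h reaction at room temperature, pH 8.0.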
Eya2 inh – blocks the phosphatase activity of human Eya2; O00167; Potency, µM (doses to about 76.9 µM), for the others: at the top dose activity, negative = inhibition, hits mostly inhibitors; 330,000 tested, 0.006% active; recombinant Eya2, OMFP fluorescence dephosphorylation (OMFP is methylfluorescein phosphate); also: potency is read from the fitted curve at half-maximal effect
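Eya2 protein (added as 0.2 uM solution) was preincubated with compound for 10 min at ambient temperature in 50 mM HEPES pH 7.5, 50 mM NaCl, 5 uM MgCl2, 0.05% BSA, 1 mM DTT. OMFP (added at 50 uM) then reacted 10 min; fluorescence read at 485/525 nm.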
KCNH2 3.1 inh – KCNH2 3.1 (human) potassium channel inhibition; activity change, % (tested at about 1.8 µM); U2OS KCNH2 3.1, thallium flux FluxOr; hits give low values; 340,000 tested, 0.95% active; AID 720553;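 active = maximum activity change below -70%; inconclusive = maximum activity change from -70% to -50%; inactive = maximum activity change above -50%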;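 also: thallium influx rate constant from kinetic fluorescence after stimulation buffer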
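We transduce U2OS cells with the mutant 3.1 virus, culture them overnight, load FluxOr with Red40 quencher for 45 min, then add stimulation buffer and read kinetically for 2 min to derive a normalized rate constant.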
hERG WT inh – KCNH2 (human, wildtype) channel inhibition | U2OS, BacMam KCNH2, thallium flux FluxOr; hits give low values | activity change, % at 1.84 µM | 340,000 tested, 0.37% active | AID 720551;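 active = maximum activity change below -70%; inconclusive = maximum activity change between -70% and -50%; inactive = maximum activity change above -50%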
Target sequence (Q12809 whole entry, looked up): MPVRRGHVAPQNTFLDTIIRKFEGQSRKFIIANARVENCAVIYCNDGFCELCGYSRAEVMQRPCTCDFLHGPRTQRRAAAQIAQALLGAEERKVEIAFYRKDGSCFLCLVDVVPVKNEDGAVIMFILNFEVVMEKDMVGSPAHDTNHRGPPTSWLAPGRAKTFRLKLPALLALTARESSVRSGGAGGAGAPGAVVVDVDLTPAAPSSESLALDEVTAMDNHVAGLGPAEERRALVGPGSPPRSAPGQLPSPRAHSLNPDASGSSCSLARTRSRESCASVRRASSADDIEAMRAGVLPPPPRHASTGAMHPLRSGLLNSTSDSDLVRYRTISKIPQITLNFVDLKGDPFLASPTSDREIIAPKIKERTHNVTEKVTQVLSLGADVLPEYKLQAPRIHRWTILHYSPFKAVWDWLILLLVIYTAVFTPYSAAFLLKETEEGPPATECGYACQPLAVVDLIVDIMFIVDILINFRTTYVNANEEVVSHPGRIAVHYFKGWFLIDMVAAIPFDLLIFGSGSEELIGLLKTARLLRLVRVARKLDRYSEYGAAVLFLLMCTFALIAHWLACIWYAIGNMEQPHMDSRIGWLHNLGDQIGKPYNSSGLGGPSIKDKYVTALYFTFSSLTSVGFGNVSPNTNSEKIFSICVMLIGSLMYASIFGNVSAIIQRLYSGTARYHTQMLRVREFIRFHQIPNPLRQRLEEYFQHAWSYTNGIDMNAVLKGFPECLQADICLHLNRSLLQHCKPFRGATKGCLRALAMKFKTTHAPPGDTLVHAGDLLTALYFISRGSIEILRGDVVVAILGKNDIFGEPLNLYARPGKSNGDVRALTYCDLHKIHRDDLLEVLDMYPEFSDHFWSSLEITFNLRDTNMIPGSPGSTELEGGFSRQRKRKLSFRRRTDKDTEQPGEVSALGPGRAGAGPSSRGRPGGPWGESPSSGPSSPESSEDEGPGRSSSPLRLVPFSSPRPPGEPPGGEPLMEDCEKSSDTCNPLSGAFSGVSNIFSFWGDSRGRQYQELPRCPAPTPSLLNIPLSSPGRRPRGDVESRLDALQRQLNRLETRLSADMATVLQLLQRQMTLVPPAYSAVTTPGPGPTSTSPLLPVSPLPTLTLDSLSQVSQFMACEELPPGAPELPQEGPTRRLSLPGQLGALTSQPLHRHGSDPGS
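U2OS cells transduced with wild-type KCNH2 virus are loaded with FluxOr dye for 45 min, and thallium flux is measured in kinetic reads before and after stimulation buffer. Rate constants are normalized to DMSO controls.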
BCR signal inh – chronic active BCR signaling inhibition | AID 493014 | 340,000 tested, 0.05% active | ABC-DLBCL IkBa-CBG/CBR reporter, luminescence ratio, 4 h | Potency, µM (doses to about 46.1 µM), for inactives: at the top dose ratio change, negative = lower green/red ratio, usual class: inhibitors; active = well fitted inhibition curve with a large enough effect in the signal ratio, with a control signal flat, not every such curve was filed as active; inconclusive = small, poorly fitted or top-dose-only effect, or effect the other way, or a change in a side signal; the % refers to the signal ratio;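 also: potency is read from the fitted curve at half-maximal effect; plate controls were basal doxycycline-induced cells for no effect and cells given 10 µM MG132 for full effect; MG132 reads +100%, hits lower the ratio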
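TMD8 ABC-DLBCL cells carrying doxycycline-inducible green luciferase fused to IkappaBalpha plus unfused red luciferase were exposed to compounds (up to 46 uM) for 4 hrs at 37C. Activity came from the overlap-corrected green/red luminescence ratio.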
* marks the source's active call; other numbers are inactive results; ? = inconclusive; · = not tested or not shown; & = joins results of further samples. Unless noted, calls follow the shape of the dose curve; as a rule, active = well fitted curve in the direction sought with a large enough effect; inconclusive = small, poorly fitted or top-dose-only effect, or another doubt; inactive = no such curve, though single readings can be large; an effect the other way counts as inactive or inconclusive. Unless noted, % is scaled to controls: 0 for no effect and ±100 for the full control effect. Compounds as they come, and some 2.4% of all compounds hit somewhere here.

SMILES	Giardia killer	USP2a inh	B2AR arrestin	PKM2 act	FBPA coupling cs	uPA surface inh	GALK inhibitor	Eya2 inh	KCNH2 3.1 inh	hERG WT inh	BCR signal inh
Cc1ccc(C(=O)Nc2ccccc2N2CCCC2)cc1S(=O)(=O)N1CCOCC1	-9	0%	-0.2%	·	·	10%	·	2%	11	-8	4%
Cc1ccc(-c2n[nH]c(=O)c3ccccc23)cc1S(=O)(=O)Nc1ccc(F)cc1	-7	1%	0.2%	6%	-1	0%	-4%	1%	-8	-4	-27%
CCOC(=O)C1CCCN(C(=O)CC(C)c2ccccc2)C1 (stereo not given)	-3	3%	0.5%	-5%	-2	4%	2%	-7%	11	1	-1%
CC(=O)Nc1ccc(NC(=O)COC(=O)c2ccc(C)s2)cc1	24	0%	0.0%	8%	4	-3%	2%	6%	0	4	?
Cc1nn(Cc2ccc(Cl)cc2)c(C)c1NC(=O)c1noc2c1CCCCC2	-10	-1%	-0.9%	0%	0	·	1%	-23%	-16	-4	?
Cc1ccc(-n2nnnc2SCC(=O)Nc2ccc3c(c2)COC3=O)cc1C	5	-2%	-0.2%	23%	0	-4%	3%	-2%	-12	1	0%
Cc1ccccc1C(=O)NCC(=O)Nc1ccccc1C(F)(F)F	-4	0%	0.6%	5%	-1	2%	9%	2%	-7	-3	-4%
CCOC(=O)c1c(NC(=O)Cn2nnc3ccccc32)sc2c1CCC(C)C2 (stereo not given)	5	-12%	-0.2%	1%	0	4%	1%	-23%	4	0	?
CSc1ccccc1-n1nnnc1SCC(=O)Nc1cc(C)ccc1C	24	2%	0.9%	2%	1	4%	-2%	-20%	-5	-3	?
N#Cc1ccc(N2C(=O)[C@@H]3C(C(=O)C(c4ccccc4)c4ccccc4)=NN[C@@H]3C2=O)cc1	-11	-1%	-0.7%	5%	-1	2%	5%	-3%	-21	-2	-1%
Cc1ccc(C)c(S(=O)(=O)N2CCCCC2CCNC(=O)C(=O)NCc2ccccn2)c1 (stereo not given)	11	1%	-0.5%	·	·	-5%	·	-27%	7	9	-1%
CNC(=O)COC(=O)c1ccc(NS(=O)(=O)c2ccc3c(c2)OCCO3)cc1	9	3%	-0.1%	18%	0	1%	11%	-1%	8	6	?

Only hERG WT inh, USP2a inh and FBPA coupling cs, for 2 of the compounds above:
| molecule | hERG WT inh | USP2a inh | FBPA coupling cs |
| --- | --- | --- | --- |
| Cc1ccccc1C(=O)NCC(=O)Nc1ccccc1C(F)(F)F | -3 | 0% | -1 |
| CSc1ccccc1-n1nnnc1SCC(=O)Nc1cc(C)ccc1C | -3 | 2% | 1 |

Continuation.
SMILES	Giardia killer	USP2a inh	B2AR arrestin	PKM2 act	FBPA coupling cs	uPA surface inh	GALK inhibitor	Eya2 inh	KCNH2 3.1 inh	hERG WT inh	BCR signal inh
Cc1ccccc1N1CC(C(=O)Nc2nnc(SCc3cccnc3)s2)CC1=O (stereo not given)	-19	0%	-0.8%	0%	-3	0%	-2%	6%	9	-4	1%
COc1ccc(CN2C(=O)Cc3c2nc(N)c2c(N)nc(N4CCOCC4)c(C#N)c32)cc1	12	6%	0.1%	0%	-18	-10%	-2%	11%	12	10	-5%
COc1ccccc1OC(=O)C1CC(=O)N(c2ccc(Cl)cc2)C1 (stereo not given)	4	1%	0.0%	-11%	1	·	1%	-2%	-3	2	?
O=C(CCC(=O)N1CCN(S(=O)(=O)c2ccc([N+](=O)[O-])cc2)CC1)N1CCOCC1	16	3%	-0.7%	·	·	0%	·	4%	-19	-1	?
Cc1cc(C(=O)NCc2cccnc2)n(-c2ccccc2)n1	-6	2%	-0.2%	6%	2	5%	-1%	10%	7	-7	5%
Cn1c(=O)n(C)c2cc(/C=C3/NC(=O)N(Cc4ccccc4)C3=O)ccc21	3	-3%	-0.1%	2%	0	·	-2%	-19%	7	-18	-1%
Fc1cccc(NC(=S)NNc2c3ccccc3nc3ccccc23)c1	8	-8%	-0.3%	-25%	-11	5%	7%	-1%	-23	5	?
Cc1ccc(NC(=O)c2ccc(S(=O)(=O)N3CCC(C)CC3)cc2)nc1	-6	-5%	0.2%	·	·	-15%	·	2%	0	6	?
c1ccc(CSc2ccc(-c3ccccn3)nn2)nc1	-4	0%	-0.3%	2%	-1	-1%	1%	1%	-5	-9	?
O=c1ccc(-c2ccc(S(=O)(=O)NCC3CCN(Cc4cccc(F)c4)CC3)s2)n[nH]1	19	-2%	0.0%	·	·	-16%	8%	0%	-30	11	-3%
COc1ccc(N(C(=O)CNC(=O)c2ccco2)C(C(=O)NC2CCCCC2)c2ccco2)cc1 (stereo not given)	6	-1%	0.1%	0%	0	-9%	0%	7%	-9	-4	1%
CNC(=O)C(C)c1ncc(C(F)(F)F)cc1Cl (stereo not given)	-13	4%	-0.2%	5%	0	5%	3%	1%	-3	-6	-5%
O=C(O)C1CSC2c3ccccc3C(=O)N12 (stereo not given)	-16	1%	-0.7%	7%	-2	2%	2%	6%	4	-7	1%
N#CC1=C(N)N2C(=C(C#N)C13CCCCC3)SC1CCCCC12O (stereo not given)	-18	3%	0.1%	7%	0	-6%	-2%	0%	-4	-9	?
CCCCN(C)CCN1C(=O)C2C(C(=O)Nc3ccc(OC)cc3)C3C=CC2(O3)C1C(=O)NC1CCCCC1 (stereo not given)	-7	0%	-0.3%	·	0	-10%	-1%	-9%	-9	34	26%
COCCNC(=O)CSc1nc(-c2ccccc2)c(-c2ccccc2)o1	-6	-1%	0.1%	2%	4	-4%	0%	-1%	-3	7	?
CC1CC1C(=O)NCCc1ccc(Cl)cc1 (stereo not given)	-14	3%	-0.2%	-5%	2	-4%	-2%	-2%	5	-13	13%
COc1cccc(C(=O)N/N=C/c2ccc(OC)c(COc3ccccc3C(N)=O)c2)c1	-11	2%	-0.2%	8%	·	0%	-5%	2%	-11	4	?
COc1ccc(S[C@@H](CCN2CC[C@H](O)CCC2=O)c2ccccc2)cc1	-12	4%	0.0%	·	·	3%	·	10%	14	2	-3%
Cc1cccc(C)c1NC(=O)c1ccc(OCc2c(C)noc2C)cc1	2	0%	0.0%	·	·	?	·	3%	13	-8	-5%
COc1cc2c(cc1NC(=O)c1cc(-c3ccncc3)nc3ccccc13)oc1ccccc12	-2	3%	0.4%	1%	2	1%	0%	7%	·	-6	-6%
CCOc1cc(C2C(C#N)=C(N)Oc3cc(N)ccc32)ccc1O (stereo not given)	-3	-9%	0.4%	14%	1	-6%	2%	9%	-11	-12	?
OCCC1CN(Cc2cnc(N3CCCC3)s2)CCN1C1CCCC1 (stereo not given)	7	-7%	-0.1%	-1%	-1	-3%	3%	-6%	-7	-2	0%
Cc1ccc(S(=O)(=O)CCC(=O)OCC(=O)NCc2ccccc2)cc1	5	-1%	-0.3%	·	·	-2%	·	5%	6	-21	2%
COC(=O)[C@@H]1C[C@@]2(O)[C@H](O)[C@H](O)[C@H](O)C[C@H]2N1Cc1cc(OC)cc(OC)c1	6	-9%	-0.4%	0%&-4%	0&2	4%	5%	5%	-20	1	1%
COc1cccc(CN2CC(C(=O)N(C)Cc3ccnc4ccccc34)CCC2=O)c1 (stereo not given)	22	-5%	-1.2%	4%	4	-25%	4%	-1%	-9	-23	0%
c1ccc(CNc2nc3ccccc3n2CCN2CCOCC2)nc1	11	-1%	0.0%	22%	1	-14%	7%	22%	3	7	1%
Cc1ccc(C)c(N2CC(C(=O)Nc3cc(C)on3)CC2=O)c1 (stereo not given)	27	3%	-0.5%	·	1	0%	5%	0%	0	-6	-9%
FC(F)(F)c1cc(-c2cccs2)nc2ncnn12	-2	0%	-0.2%	0%	4	-6%	-1%	0%	-7	-11	?
O=C(CNC(=O)C1CCCCC1)Nc1ccc(F)c(Cl)c1	6	5%	-0.1%	7%	0	1%	-1%	-12%	-15	-8	?
COc1ccc(C2NC(=S)NC3=C2N2CCC3CC2)cc1 (stereo not given)	-10	1%	0.0%	0%	0	-1%	0%	6%	13	-2	-1%
CCCCn1c(N)c(N(CCOC)C(=O)CCS(=O)(=O)c2ccc(Cl)cc2)c(=O)[nH]c1=O	-5	1%	0.4%	·	·	5%	·	18%	-29	-16	?
Cc1ccccc1NC(=O)C1CC(=O)N(c2ccc3c4c(cccc24)CC3)C1 (stereo not given)	4	1%	0.0%	1%	-2	9%	-5%	?	-6	-12	?
CCOC(=O)N1CCC(c2nc3ccccc3[nH]2)CC1	-10	3%	0.3%	-2%	1	12%	2%	-14%	-19	-23	2%
NC(=O)c1nn(-c2ccccc2)nc1N	-12	0%	0.3%	1%	0	2%	-3%	-2%	-11	-20	?
Cc1cccc(OCCCC(=O)NC(C)c2ccccc2)c1 (stereo not given)	4	-1%	0.1%	-6%	3	3%	-2%	7%	2	-12	0%
Cc1ccnc(NC(=O)C2CCN(S(=O)(=O)c3c(C)c(C)cc(C)c3C)CC2)c1	11	-12%	-0.4%	-4%	·	1%	5%	-2%	·	6	?
O=C(NCCS(=O)(=O)N1CCN(Cc2ccccc2)CC1)c1ccccc1	-1	2%	0.3%	·	·	0%	·	8%	2	1	-9%
